Keap1-Nrf2 PPI = Keap1-Nrf2 (human) interaction inhibition | Q14145 | Keap1 Kelch-Nrf2 peptide fluorescence polarization, 1536-well | actives 0.15% (n = 340,000) | inhibition, % at 9.4 µM; in the data active = inhibition above about 12%;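 note: human Keap1 Kelch domain with fluorescein labeled Nrf2 9mer peptide probe; 0% = neutral control wells and 100% = peptide positive control; higher means more block of Keap1 binding to Nrf2 peptide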
DAGLB inhibitor = diacylglycerol lipase beta (human) inhibition; Q8NCG7; AID 504411; inhibition, % at 5.17 µM; actives 0.059% (n = 340,000); HEK293T DAGLB membrane lysate, EnzChek fluorogenic substrate; in the data active = inhibition above about 34%;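 note: 0% = enzyme with vehicle and 100% = wells lacking enzyme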
Target sequence (Q8NCG7 whole entry, looked up): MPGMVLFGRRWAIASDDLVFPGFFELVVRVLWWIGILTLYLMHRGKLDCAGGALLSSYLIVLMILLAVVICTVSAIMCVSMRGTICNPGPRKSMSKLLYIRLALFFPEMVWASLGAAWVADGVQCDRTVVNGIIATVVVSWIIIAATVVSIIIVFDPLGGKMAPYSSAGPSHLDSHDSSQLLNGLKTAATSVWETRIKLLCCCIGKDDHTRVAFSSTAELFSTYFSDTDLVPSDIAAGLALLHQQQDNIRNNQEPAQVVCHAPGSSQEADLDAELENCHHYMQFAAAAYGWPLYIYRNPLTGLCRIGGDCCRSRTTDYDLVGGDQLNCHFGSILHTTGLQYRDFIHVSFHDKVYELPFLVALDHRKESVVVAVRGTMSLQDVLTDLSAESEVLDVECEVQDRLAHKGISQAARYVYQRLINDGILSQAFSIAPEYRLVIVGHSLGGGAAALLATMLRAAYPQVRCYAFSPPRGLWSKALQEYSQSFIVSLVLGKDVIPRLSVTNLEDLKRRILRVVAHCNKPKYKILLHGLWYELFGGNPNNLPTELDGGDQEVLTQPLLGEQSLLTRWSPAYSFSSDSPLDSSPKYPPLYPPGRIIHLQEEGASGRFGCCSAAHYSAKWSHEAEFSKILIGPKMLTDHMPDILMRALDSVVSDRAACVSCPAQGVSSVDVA
CAL PDZ FP-1 = inhibitors of human CAL PDZ peptide binding; Q9HD26; purified CAL PDZ, TMR-peptide fluorescence polarization, 1 h; inhibition, % at 20 µM; actives 0.02% (n = 330,000); AID 504414;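 active = highest replicate inhibition of at least 40%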;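 note: plate controls were DMSO neutral control wells for no effect and unlabeled competitor peptide control wells for full effect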
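Test system: tagged CAL PDZ domain / Buffer or medium: sodium phosphate/NaCl buffer pH 7.4 with TCEP, IgG, Thesit / Reagent: TMR-labelled reporter peptide T*-PRC34 bound in PDZ groove / Compound dosing: single point, 20 µM / Schedule: 1 h incubation at room temperature before polarization reading / Technique: fluorescence polarization (mP) / Benchmarks: unlabelled peptide, DMSO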
C-LANA FP = blocks KSHV LANA C-terminal domain binding to DNA. actives 0.078% (n = 340,000). MBP-C-LANA/FAM-LBS DNA binding, fluorescence polarization. inhibition, % at 9 µM;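 active = highest replicate inhibition at or above 60% at 9 µM, even if other replicates fall short; inactive = all replicates below 60% inhibition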;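 note: 0% = neutral control wells and 100% = 4 µM acridine orange control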
NSD2 inh = NSD2 (human) methyltransferase inhibition; actives 0.54% (n = 310,000); NSD2 peptide methylation, AlphaScreen, 120 min; inhibition, % at 12.5 µM; in the data active = inhibition above about 50%
DSG3 Ab inh = blocks pemphigus antibody binding to human desmoglein-3; actives 0.48% (n = 310,000); DSG3-coupled beads, scFv-anti-DSG3-GFP binding, flow cytometry; stronger effect = lower value; P32926; binding (percent of control), % at 10 µM;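 active = binding more than 3 SD below its plate's average and above zero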;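 note: hits lower antibody fragment binding to DSG3; some compounds called inactive have numbers as strong as hits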
CAL PDZ FP-2 = CAL PDZ (human) peptide binding inhibition; Q9HD26; purified CAL PDZ, TMR-peptide fluorescence polarization, 1 h; inhibition, % at 24.9 µM; actives 0.92% (n = 300,000); AID 602252;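 active = mean inhibition of at least 30% with at least half of replicates also reaching 30%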;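 note: 0% = DMSO neutral control and 100% = excess unlabeled competitor peptide PRC23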
Arr AP2 block = human beta-arrestin and AP2 interaction inhibition; FITC-arrestin peptide / GST-AP2 beads, flow cytometry; AP2 beta2 appendage carries R879A mutation; inhibition, % at 10 µM; actives 0.31% (n = 340,000);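 active = inhibition above a set limit, near 3 SD of compounds lacking own fluorescence, cut at about 54% in these data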;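 note: plate controls were DMSO wells for no effect and 5 µM unlabelled arrestin peptide for full effect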
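Material – AP2 appendage R879A on GSH beads · Buffer or medium – PBS with 0.05% Tween 20 and 0.1% BSA · Probe or stimulus – fluorescein-tagged arrestin peptide at 50 nM final · Incubation – compound with beads 12 min RT, then probe 1 h RT · Detection – high-throughput flow cytometry of beads, ex 488, em 535 nm · Evaluation – percent response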
V-ATPase pH = alters yeast V-ATPase proton transport. S. cerevisiae, pHLuorin cytosolic pH fluorescence. response, % at 10 µM. actives 0.37% (n = 350,000). AID 504577; in the data active = response mostly above about 7.3%, no sharp cut-off; inactive = mostly below about 5.4%; note: actives read high; inactives centre near 0; some compounds called inactive have numbers as strong as hits
Cardiac RTF inh = cardiac RTF calcium desensitization; IANBD-labeled cardiac RTF, Ca2+ fluorescence; inhibition, % at 7.15 µM; actives 0.12% (n = 340,000); AID 493244;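 active = inhibition above the mean inhibition of all tested compounds plus 3 SD, cut at about 17% in these data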;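 note: assay run at fixed EC70 calcium of 1.6 mM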
* = called active by the depositor; x = not tested or not shown. Some of the compounds tested, so the mix of outcomes need not match the whole.

no.	molecule	Keap1-Nrf2 PPI	DAGLB inhibitor	CAL PDZ FP-1	C-LANA FP	NSD2 inh	DSG3 Ab inh	CAL PDZ FP-2	Arr AP2 block	V-ATPase pH	Cardiac RTF inh
1	CCC1CCCCN1CCCNC(=O)CCC(=O)N1CC(C)Oc2ccccc21 (centres undefined)	5	3	0.5	-1.6	x	99	-1	23	1	-1
2	CCc1ccc(OCCNC(=O)OCc2ccccc2)cc1	1	-11	-0.5	0.0	16	98	-5	-1	0	-2
3	COC(=O)C(NC(=O)C(C)Oc1ccccc1)C(C)C (centres undefined)	-2	-4	-2.7	-1.9	5	x	0	0	0	4
4	CNC(=O)NC(=O)C(NC1CCCc2ccccc21)c1ccccc1 (centres undefined)	-3	-4	-0.4	-0.6	x	101	-1	0	1	-13
5	CCOc1cc(S(=O)(=O)Nc2ccc(CC)cc2)ccc1Cl	5	-8	x	0.5	-1	98	4	-6	1	1
6	COc1ccc(CN2CCn3nc(C(=O)NC(C)C)cc3C2=O)cc1	-1	1	0.3	-0.7	-6	91	-10	3	2	9
7	CCOc1ccc(C(=O)OCC(=O)Nc2ccc(SC(F)F)cc2)cc1OCC	1	-5	-0.3	1.0	0	99	-5	33	2	3
8	CCCC(=O)Nc1ccc(N2CCN(C(=O)c3cc4ccccc4o3)CC2)cc1	4	4	-1.5	1.2	-9	x	-3	9	1	1
9	Cc1cccc(C(=O)Nc2ncc(CN3CCOCC3)s2)c1	-4	-3	-2.6	0.9	-2	126	-2	1	2	-10
10	COc1ccc(/C=C/C(=O)Nc2nc(C)cc(C)n2)cc1OC	-4	-2	-2.2	-0.1	-2	100	-3	-1	0	-13
11	COc1cc2c(cc1OC)CN(C(=O)c1cc(S(=O)(=O)N3CCCCC3)ccc1Cl)CC2	-2	5	-6.0	0.1	0	107	2	29	3	-17
12	COC(=O)/C(C#N)=C/c1c(Oc2cc(C)cc(C)c2)nc2ccccn2c1=O	x	x	x	x	-3	108	x	-7	0	x
13	CCC1Sc2ccc(S(=O)(=O)CCC(=O)NCc3ccc(C)o3)cc2NC1=O (centres undefined)	-5	2	-2.3	-0.9	3	0	-1	0	-6	-3
14	CC(=O)Nc1ccc(NC(=O)C2CCCN(c3ncccn3)C2)cc1 (centres undefined)	-3	1	-2.3	0.7	-2	x	4	18	1	0
15	COc1ccc(NC(=O)C2OC3OC(C)(C)OC3C3OC(C)(C)OC23)cc1 (centres undefined)	3	4	-2.2	0.9	-2	x	-4	14	-3	-4
16	Cc1nn(-c2ncc(C(F)(F)F)cc2Cl)c(=O)n1-c1ccccc1Cl	-2	-1	0.0	0.1	-2	x	-2	-5	-4	-1
17	O=C(CN1CCN(S(=O)(=O)c2ccc(F)cc2)CC1)Nc1ccc2c(c1)OCO2	-2	-2	-1.3	-0.6	1	100	-4	14	2	-3
18	O=C(Cn1nc(C(=O)O)c2ccccc2c1=O)Nc1ccc2c(c1)OCO2	-3	2	5.9	-0.9	1	100	-9	-10	-2	-2
19	COc1ccc(CCNC(C)=O)cc1	-2	0	x	1.5	-2	96	2	17	4	-4
20	Cc1c(Cc2ccccc2)c(=O)oc2cc(OCC(=O)NCC3CCC(C(=O)O)CC3)ccc12 (centres undefined)	-3	-3	-0.8	-0.9	x	x	-4	1	-1	-6
21	O=S(=O)(Cc1ccc(Cl)cc1)N1CCN(Cc2ccc3c(c2)OCO3)CC1	6	-1	-0.7	-1.4	-5	105	x	16	-5	2
22	COc1ccc(C(=O)N2CCN(c3ccc(C)c(C)c3)CC2)cc1OC	-1	-1	-0.3	-1.1	x	110	x	2	0	-13
23	O=C(NCc1ccc2c(c1)OCO2)c1nnc(Cc2ccc(F)cc2)o1	5	-2	-1.5	0.8	x	100	x	-4	-1	-7
24	O=C(CN(Cc1cccs1)C(=O)CNC(=O)c1ccco1)NC1CCCCC1	-1	-1	-2.2	-0.8	-1	97	-3	0	4	-10
25	CNS(=O)(=O)c1ccc2c3c(cccc13)C(=O)N2C	32*	-2	-1.7	13	1	90	x	3	2	-2
26	NS(=O)(=O)c1ccc(NC(=O)COC(=O)C2CC(=O)N(Cc3ccccc3)C2)cc1 (centres undefined)	0	2	-0.3	-0.3	0	96	x	20	0	0
27	CCc1ccc[n+](-c2[nH]c(=O)sc2/C=N/N=C(\[O-])c2ccncc2)c1	0	1	-4.0	0.1	1	98	1	0	1	-1
28	CCc1ccc(NC(=O)C2CCCN(S(=O)(=O)c3ccc4[nH]c(=O)ccc4c3)C2)cc1 (centres undefined)	-3	0	-2.0	0.3	20	94	1	2	-1	-1
29	O=C(COC(=O)C1CCCO1)Nc1nc(-c2ccc(F)cc2)cs1 (centres undefined)	-1	0	-1.0	-0.2	-5	x	-5	-6	4	-4
30	CCOC(=O)C(NC(=O)NCc1ccc(F)cc1)(OCC)C(F)(F)F (centres undefined)	-6	-2	-0.4	0.1	-2	94	-2	22	2	-1
31	Cc1nn(C)cc1/C=N\NC(=O)c1ccc2c(c1)c(C)c(C)n2Cc1ccccc1	-3	3	-1.5	-3.5	2	100	0	-8	1	0
32	Cc1cc(C)c2c(=O)[nH]n(C3CCOC(C)(C)C3)c2n1 (centres undefined)	1	-5	-0.7	-1.3	x	91	x	4	1	-3
33	O=C(CN1CCN(C2CCCCC2)CC1)NCCC1=CCCCC1	-5	1	-1.8	-1.2	x	102	-3	1	-2	-3
34	Cc1ccc(OCc2ccc(C(=O)Nc3cc(C)on3)o2)c([N+](=O)[O-])c1	-6	11	-0.7	-1.0	-2	109	-7	7	4	4
35	O=C(NCCCn1ccnc1)c1cc2ccccc2oc1=O	-5	3	0.1	0.7	-3	x	-8	4	7	-6
36	CCn1c(C)nc2cc(C(=O)NNC(=O)CN(C)S(=O)(=O)c3ccc(NC(C)=O)cc3)ccc21	-6	-1	0.8	0.1	-1	106	-2	15	4	-4
37	O=C(O)/C=C/C(=O)NNC(=O)c1ccc(Br)cc1	-2	-3	-1.0	1.4	9	83	2	8	6	-27
38	CC(=O)Nc1ccc(S(=O)(=O)N2CCc3cc4c(cc3C2C)OCCCO4)cc1 (centres undefined)	-2	2	0.2	-0.3	0	100	3	11	-1	-15
39	Cc1cccc(CSc2nnc(CCNC(=O)OC(C)(C)C)o2)c1	x	x	x	x	-1	95	x	11	5	x
40	C=CCn1c(SCC(=O)NCC2CCCO2)nnc1C1CCCCC1 (centres undefined)	-3	1	-3.3	0.9	-4	107	0	1	6	-5
41	Cc1c(NS(=O)(=O)c2ccc3c(c2)OCCO3)cccc1-c1nc2cccnc2s1	0	-3	-1.0	1.6	x	98	-4	23	3	-10
42	O=C(Nc1ncccc1O)c1ccc(S(=O)(=O)NCc2ccco2)cc1	x	-3	x	x	0	98	x	x	3	x
43	CCOC(=O)C1CCN(C(=O)CNS(=O)(=O)c2cccs2)CC1	0	-3	-0.8	-0.8	0	102	-1	21	-5	0
44	CC(=O)N1CCCc2cc(S(=O)(=O)CCC(=O)Nc3cccc(C)c3C)ccc21	2	3	-2.0	0.3	8	98	0	21	-1	-4
45	CC#CC[N+](C)(C)CCCCCC	9	-8	0.1	-4.1	-2	109	-4	7	-7	-6
46	COc1ccc(N=C2NC(=O)S/C2=C\c2ccc(N(C)C)cc2)cc1	-5	5	1.0	3.0	-2	x	2	10	0	-114
47	COc1ccccc1CCCNC(=O)C1CCC(=O)N(CCc2ccc(Cl)cc2)C1 (centres undefined)	-2	-1	-0.4	-0.8	-5	97	1	28	3	-2
48	CCS(=O)(=O)N1CCC(NC(C)=O)(c2ccccc2)CC1	-1	0	-2.2	-1.5	3	95	2	4	1	1
49	O=C(CCCc1c[nH]c2ccccc12)N1CCN(S(=O)(=O)c2cccs2)CC1	3	-1	-0.4	0.8	2	x	-2	2	3	-11
50	COc1cc(Cn2c(C(=O)O)cc3sccc32)cc(OC)c1OC	-3	1	-1.6	-1.2	-2	x	-1	2	-12	-20
51	Cc1ccc(S(=O)(=O)NCCc2cc3ccc(C)c(C)c3[nH]c2=O)cc1	1	2	-2.1	0.5	-1	113	-3	18	-2	5
52	O=C1c2ccccc2-c2c1nc1c([n+]2[O-])CCCC1	-2	-3	-1.0	-1.3	-5	95	-3	10	-1	-8
53	O=C(/C=C/c1ccc(Br)cc1)NCc1cccs1	3	-7	-2.0	-0.4	-2	124	-8	-13	2	-12
54	O=C(O)C1CC=CCC1C(=O)NCc1cn2ccccc2n1 (centres undefined)	-6	0	0.3	1.6	x	119	-3	14	-2	-3
55	O=C(NCCc1ccccc1)c1c[nH]c2ccccc2c1=O	x	-2	x	x	0	101	x	x	3	x
56	COc1ccc(OCCCC(=O)Nc2nncs2)cc1	1	1	1.1	-0.4	-2	102	9	18	-5	1

Just CAL PDZ FP-2, Keap1-Nrf2 PPI and DAGLB inhibitor, for some of the entries so far:
| No. | SMILES | CAL PDZ FP-2 | Keap1-Nrf2 PPI | DAGLB inhibitor |
| --- | --- | --- | --- | --- |
| 45 | CC#CC[N+](C)(C)CCCCCC | -4 | 9 | -8 |
| 46 | COc1ccc(N=C2NC(=O)S/C2=C\c2ccc(N(C)C)cc2)cc1 | 2 | -5 | 5 |
